Source: PubChem
KB-3-1 cytotox – KB-3-1 parental cell cytotoxicity; Potency, µM (titrated, usually from 46.1 µM), inactives show top-dose activity change, negative = cytotoxic, most hits filed as cytotoxic; 400,000 tested, 1.4% active; KB-3-1 viability, CellTiter-Glo ATP luminescence, 72 h; AID 1347075; note: potency is the fitted concentration of half-maximal effect; % is set by controls: 0 for no effect and ±100 for the full control effect; nearly all actives have a fitted effect of over 60% in size
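Parental KB-3-1 adenocarcinoma cells in phenol-red-free DMEM with 10% FBS were pin-treated with compounds at several concentrations, incubated 72 h at 37 °C, and viability read by CellTiter-Glo luminescence; concentration-effect curves were fitted after normalization.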
DRD3 agonist – D3 dopamine receptor (human) agonism. max activation, %. P35462. AID 652048. D3R DiscoveRx beta-arrestin cells, luminescence, 90 min. 410,000 tested, 0.58% active; in the data active = max activation above about 30%; note: 0% is about no effect; mostly tested at two doses, the higher about 12 µM
Target sequence (P35462 whole entry, looked up): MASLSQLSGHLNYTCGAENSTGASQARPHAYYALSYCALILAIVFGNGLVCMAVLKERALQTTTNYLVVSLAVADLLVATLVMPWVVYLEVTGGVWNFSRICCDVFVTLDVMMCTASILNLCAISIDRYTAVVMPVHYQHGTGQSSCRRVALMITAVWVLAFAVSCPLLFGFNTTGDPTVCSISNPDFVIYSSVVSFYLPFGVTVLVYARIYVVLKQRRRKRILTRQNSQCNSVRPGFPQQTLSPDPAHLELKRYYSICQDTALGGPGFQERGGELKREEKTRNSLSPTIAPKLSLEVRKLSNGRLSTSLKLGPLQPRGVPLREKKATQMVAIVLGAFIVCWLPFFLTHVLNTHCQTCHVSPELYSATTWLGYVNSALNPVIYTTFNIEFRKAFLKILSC
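Agonist-mode cell screen: cells plated at 1500/well and incubated overnight at 37 °C, then exposed to library compounds for 90 min at 37 °C. Detection reagent was added for 30–60 min at room temperature, and luminescence was read.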
KB-V1 MDR tox – kills drug-selected multidrug resistant KB-V1 cells | 400,000 tested, 3.4% active | KB-V1 MDR cells viability, CellTiter-Glo, 72 h | Potency, µM (top dose mostly 46.1 µM), for inactives: at the highest dose activity change, negative = cytotoxicity, most hits filed as cytotoxic; note: potency is the fitted concentration of half-maximal effect; % is set by controls: 0 for no effect and ±100 for the full control effect; nearly all actives have a fitted effect of over 60% in size
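KB-V1, DMEM (no phenol red) + 10% FBS; cpd pin-transferred, titration series; 72 h, 37 degrees C; CellTiter-Glo, luminescence. Data normalized, curve-fit.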
IL1B secr inh – inflammasome signaling inhibition, IL-1 beta readout; THP-1 LPS/ATP IL-1B secretion, AlphaLISA, 16 h; hits give low values; activity change, % at 57.5 µM; 360,000 tested, 4.7% active; AID 743279; in the data active = activity change below about -50%; inconclusive = mostly about -30% to -49%; note: % is set by controls: 0 for no effect and ±100 for the full control effect
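THP-1 cells pretreated 1 hr with compounds (up to 57.5 uM final), then stimulated with LPS (250 ng/mL final) plus ATP (1.25 mM final); secreted IL-1B measured by AlphaLISA after 16 hr, decreased signal indicating inhibition.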
HT1080NT lethal – kills 2HG-producing HT-1080-NT fibrosarcoma cells. 360,000 tested, 1.6% active. HT-1080-NT fibrosarcoma viability, CellTiter-Glo ATP luminescence, 48 h. Potency, µM (top dose mostly 46.1 µM), without a hit: top-dose activity, negative = less viability, hits mostly cytotoxic;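 note: NT is the 2HG producing partner of a matched IDH1 knockdown line; potency is the fitted concentration of half-maximal effect; 0% = DMSO-treated cells and -100% = media-only wells without cells; nearly all actives have a fitted effect of over 55% in size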
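Read-out is CellTiter-Glo luminescence after 10 minutes at room temperature, following 48 hours' compound treatment of HT-1080-NT cells (750 cells/well, RPMI, 5% FBS, 37 degrees C).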
SW480 rereplic – DNA re-replication induction in SW480 cells | SW480 DNA re-replication, Hoechst DNA content imaging, 48 h | Potency, µM (series often up to 46.1 µM), without a hit: at the highest dose re-replication activation, usual class: activators | 340,000 tested, 1.8% active | AID 624297; note: potency is the fitted concentration of half-maximal effect; % of control where 0% means no effect; nearly all actives have a fitted effect of over 55% in size
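Quantitative HTS format with DMSO vehicle controls; 48 hr drug incubation at 37 C, then 40 min Hoechst staining and scanning imager measurement at 405 nm excitation.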
DRD3 antagonist – D3 dopamine receptor (human) antagonism. P35462. D3R cells, DiscoveRx beta-arrestin luminescence, antagonist mode; hits give low values. max response, negative = inhibition, %. 360,000 tested, 2.5% active. AID 652054; in the data active = max response below about -50%; inconclusive = no clear call, values can overlap the other calls; note: % is set by controls: 0 for no effect and ±100 for the full control effect; mostly tested at two doses, the higher about 12 µM
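Cells expressing the human receptor were seeded at 1500 cells/well, incubated overnight at 37 degrees C in 5% CO2, then exposed to library compounds with dopamine controls for 90 minutes at 37 degrees C before luminescent detection.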
GLP-1R agonist – GLP-1 receptor (human) agonism; HEK293 GLP-1R CRE-luciferase, luminescence, 4-6 h; cells express a hypersensitive GLP-1R form; Potency, µM (series often up to 45.6 µM), for inactives: at the top dose activation, usual class: activators; P43220; 380,000 tested, 0.007% active; note: potency is the fitted concentration of half-maximal effect; % of control where 0% means no effect
Target sequence (P43220 whole entry, looked up): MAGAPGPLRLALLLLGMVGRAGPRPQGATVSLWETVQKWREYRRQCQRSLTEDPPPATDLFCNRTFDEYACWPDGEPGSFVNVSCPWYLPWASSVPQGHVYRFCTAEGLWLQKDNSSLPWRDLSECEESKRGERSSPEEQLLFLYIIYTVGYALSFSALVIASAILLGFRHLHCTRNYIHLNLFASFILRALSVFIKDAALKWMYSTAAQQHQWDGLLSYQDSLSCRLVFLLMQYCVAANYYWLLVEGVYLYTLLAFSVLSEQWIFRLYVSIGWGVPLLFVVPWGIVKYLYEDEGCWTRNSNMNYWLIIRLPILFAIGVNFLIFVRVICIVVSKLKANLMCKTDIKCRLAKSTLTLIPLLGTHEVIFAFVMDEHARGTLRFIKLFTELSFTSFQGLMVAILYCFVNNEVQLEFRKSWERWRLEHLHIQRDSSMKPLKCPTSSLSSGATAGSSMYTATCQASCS
HT1080 IDH1KD tx – toxicity to HT-1080 IDH1 knockdown cells (counter line); HT-1080 IDH1 knockdown viability, ATP luminescence, 48 h; Potency, µM (top dose mostly 46.1 µM), for the others: top-dose activity, negative = toxicity, actives largely listed as cytotoxic; 360,000 tested, 2% active; AID 686971;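 note: potency is the fitted concentration of half-maximal effect; 0% = DMSO wells and -100% = cell-free medium wells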
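Luminescent ATP read-out (CellTiter-Glo, 10 min at room temperature) after 48 h compound exposure at 37 °C gave viability of IDH1-knockdown HT-1080 cells. Activity was normalised to DMSO and cell-free wells, then fitted as concentration-response curves.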
Starred values were filed as active, the others as inactive; i = inactive; ? = inconclusive; . = not tested or not shown; [ ] = another dose, or the depositor's remark. Unless noted, calls come from the whole dose curve; as a rule, active = well fitted curve in the direction sought with a large enough effect; inconclusive = small, poorly fitted or top-dose-only effect, or another doubt; inactive = no such curve, though single readings can be large; an effect the other way counts as inactive or inconclusive. No enrichment for hits. About 12% of those tested had a hit in this group.

nr	smiles	DRD3 antagonist	HT1080NT lethal	HT1080 IDH1KD tx	GLP-1R agonist	SW480 rereplic	DRD3 agonist	KB-3-1 cytotox	IL1B secr inh	KB-V1 MDR tox
1	O=C1CCCC2=C1C(c1cccs1)n1ncnc1N2 (stereo not drawn)	10.3	-3.7%	1.0%	-2.5%	15.6%	-2.2	16.1%	16.7	13.8%
2	COc1ccc(-c2[nH]nc3c2C(c2ccncc2)C(C#N)=C(N)O3)cc1 (stereo not drawn)	-18.7	-2.6%	-1.5%	1.8%	2.2%	-6.8	-10.2%	0.0	-14.7%
3	O=C(NCc1ccccc1)c1cc(S(=O)(=O)N2CCC3(CC2)OCCO3)ccc1F	8.3	0.6%	-5.4%	1.9%	-19.3%	6.3	3.9%	0.7	-0.2%
4	Cc1cc2c(cc1C)N(Cc1ccc(Cl)cc1)C1=NCCCN12	-0.9	25.9µM*	?	-1.9%	-0.8%	-29.5	?	.	?
5	S=C(Nc1ccccc1Cl)N(CCCN1CCOCC1)Cc1ccco1	6.7	8.0%	11.1%	15.2%	-2.8%	0.4	16.6%	8.9	20.6µM*
6	CCC(c1nnnn1-c1c(C)cccc1C)N1CCN(c2ccccn2)CC1 (stereo not drawn)	4.9	-21.4%	-16.6%	14.5%	.	3.2	-15.0%	51.6	?
7	CCCCOc1cccc(C2/C(=C(\O)c3ccc4c(c3)OCCO4)C(=O)C(=O)N2CCN2CCOCC2)c1 (stereo not drawn)	1.8	6.8%	0.0%	7.1%	-0.1%	-4.9	1.2%	23.1	16.5%
8	Cc1cc(C(=O)COc2ccccc2[N+](=O)[O-])c(C)n1-c1cccc(S(=O)(=O)N2CCOCC2)c1	55.8	-2.9%	?	1.1%	2.1%	4.3	0.0%	12.4	0.0%
9	C[C@H](CO)N1C[C@H](C)[C@@H](CN(C)S(C)(=O)=O)Oc2ccc(NC(=O)C3CC3)cc2C1=O	35.7	17.2%	10.3%	-3.5%	-3.2%	3.7	4.6%	5.4	?
10	CC(OC(=O)c1ccccc1C(=O)N(C)c1ccccc1)C(=O)Nc1ccc(C(N)=O)cc1 (stereo not drawn)	6.8	2.6%	5.4%	-1.5%	1.1%	-6.7	0.9%	22.4	-7.4%
11	Cc1ccc(S(=O)(=O)c2ccc(C)cc2)cc1	13.5	5.9%	1.2%	-8.3%	-7.8%	8.0	0.5%	-0.6	14.8%
12	O=C(Nc1ccccc1)N1CCN2C(=O)c3ccccc3C12c1ccccc1 (stereo not drawn)	-24.2	-9.1%	-0.7%	-6.1%	0.5%	-6.7	-0.4%	?	-17.0%
13	O=C(CN1CCN(c2cccc(C(F)(F)F)c2)CC1)Nc1cccc(C(F)(F)F)c1	?	-26.3%	-20.1%	-10.4%	-0.1%	-7.8	-20.5%	7.8	6.2%
14	Nn1c(Cc2ccccc2)n[nH]c1=S	6.5	9.9%	8.8%	-4.3%	-2.4%	0.1	12.4%	14.7	0.0%
15	C=CCc1cc(Cl)ccc1OCCCNC(C)CC (stereo not drawn)	?	?	?	9.8%	17.8%	-7.7	?	0.0	13µM*
16	COc1ccc(NC(=O)CCCCCN2C(=O)c3ccccc3C2=O)c(OC)c1	12.4	-7.5%	-1.3%	1.8%	-10.1%	4.0	12.9%	11.0	16.3%
17	Cc1csc(NC(=O)c2cnccn2)n1	1.1	0.4%	2.0%	-11.3%	-1.8%	1.8	15.0%	-0.6	8.6%
18	Cc1cc(NC(=O)Cn2ccc([N+](=O)[O-])n2)no1	27.2	2.4%	-0.3%	-0.6%	-2.1%	2.0	1.9%	16.5	19.8%
19	CCOC(=O)c1ccc(NC(=O)N2CCc3ccccc3C2)cc1	-22.4	-0.6%	-2.0%	4.8%	-10.0%	-8.6	0.3%	-4.5	-14.0%
20	O=C(O)c1ccc(OS(=O)(=O)c2ccc(Cl)s2)cc1	16.0	-4.2%	-8.1%	1.4%	?	-1.0	2.4%	23.8	?
21	CC1C(=O)N(Cc2cn(CC3CCCCC3)nn2)CCS(=O)(=O)N1Cc1ccc(-c2ccncc2)cc1 (stereo not drawn)	-24.5	-5.2%	2.6%	23.9%	.	-8.3	-28.5%	?	-2.8%
22	Cc1ccc(NC(=O)C2CCCN(S(=O)(=O)c3ccc4c(c3)oc(=O)n4C)C2)cc1Cl (stereo not drawn)	.	.	.	-3.4%	.	5.6	-0.4%	.	1.2%
23	O=C1c2oc3ccccc3c(=O)c2C(c2cccc(F)c2)N1CCCO (stereo not drawn)	?	2.4%	0.8%	6.6%	-5.2%	3.5	9.6%	-13.8	-27.3%
24	CCCCn1c(N)c(N(Cc2ccccc2OC)C(=O)C(C)Oc2ccc(Cl)cc2)c(=O)[nH]c1=O (stereo not drawn)	-22.6	-3.8%	-2.9%	8.5%	20.6µM*	-6.0	?	i	-11.0%
25	COc1ccc(/C=C/c2nc(-c3ccccc3)cc(=O)[nH]2)cc1	18.4	?	-18.3%	24.7%	?	0.7	6.3%	-5.4	-6.0%
26	Cn1c(=O)c2c(ncn2CC(=O)Nc2nccs2)n(C)c1=O	1.7	1.4%	1.8%	5.2%	?	5.8	-1.8%	34.1	2.6%
27	CC(C)NC(=O)c1cnn2c1NC(c1cccs1)CC2C(F)(F)F (stereo not drawn)	-6.0	-5.0%	-2.1%	0.7%	4.1%	-1.7	-16.4%	-13.5	-12.9%
28	O=C(NCC1CCCO1)c1cc(-c2ccc(Cl)cc2Cl)on1 (stereo not drawn)	198.1	6.5%	1.9%	7.2%	-6.2%	3.0	13.8%	-20.8	-4.7%
29	CC(=O)Nc1ccccc1NC(=O)COc1cccc2ccccc12	0.4	0.0%	2.2%	-1.6%	0.4%	-3.0	-14.3%	?	-2.8%
30	COC(=O)COc1ccc(-c2nccc(-c3ccccn3)n2)cc1	-5.6	16.8%	20.2%	15.0%	2.0%	13.1	4.3%	-4.9	21.9%
31	Cc1cccc(COc2ccc(/C=N/NC(=O)c3nnn(-c4nonc4N)c3COc3ccc(F)cc3)cc2)c1	13.3	-2.4%	-1.7%	0.4%	?	7.0	?	-12.6	-8.4%
32	CC(C)c1ccc(S(=O)(=O)N2CCN(C(=O)CCNC(=O)Nc3ccccc3)CC2)cc1	-24.4	-3.8%	-1.1%	-6.7%	-40.7%[inhibitor]	2.3	-1.3%	-28.7	11.5%
33	CCCc1nc2oc3c(Cl)ncnc3c2c2c1CCCC2	-1.9	10.7%	17.6%	-1.6%	-64.9%[inhibitor]	7.0	?	4.5	22.2%
34	Cc1nn(C(C)C(=O)NCC2CCCO2)c(C)c1[N+](=O)[O-] (stereo not drawn)	4.2	9.3%	5.6%	-3.4%	-11.1%	0.6	1.7%	-12.2	1.7%
35	Cc1ccccc1N1CC(=O)Nc2c(oc3nc(-c4ccccc4)cc(C)c23)C1=O	23.2	-15.7%	?	-0.2%	1.0%	-3.0	6.7%	0.0	-12.8%
36	Cc1cccnc1NC(=O)CNC(=O)C12CC3CC(CC(Cl)(C3)C1)C2	23.9	11.6%	14.0%	-4.6%	23.9%	-7.4	20.9%	14.6	6.6%
37	N#C/C(=C\c1ccc(OCCN2CCOCC2)cc1)C(=O)Nc1ccccc1F	-5.9	-4.0%	13.5%	-6.7%	3.2%	-11.1	0.0%	i	-13.9%
38	Cc1ccc(S(=O)(=O)N(C)C)cc1NC(=O)CSc1nc2ccccc2[nH]1	16.8	1.1%	-0.4%	18.3%	-13.3%	-10.9	-2.0%	0.0	14.6µM*
39	CCCCNCc1cc(Br)c(OCc2cccs2)c(OC)c1	-15.1	?	20.6µM*	-5.0%	3.8%	-8.0	?	-24.5	?
40	O=C1CCCN1c1cc(Cl)ccc1Cl	13.5	-8.7%	-5.3%	-11.9%	-8.7%	1.5	7.5%	2.2	-2.0%
41	O=C(c1ccccn1)c1conc1C(=O)c1ccc(Br)cc1	-9.4	-1.4%	3.3%	2.9%	?	-9.2	0.2%	-13.0	5.7%
42	CCCNC(=S)Nc1ccc2nc(-c3ccccn3)c(-c3ccccn3)nc2c1	1.1	5.4%	16.0%	-0.1%	-7.0%	6.9	11.5%	-6.0	-19.6%
43	O=C(Nc1ccc2oc(-c3cccc4ccccc34)nc2c1)c1ncn[nH]1	-27.2	12.3%	5.3%	-4.7%	1.6%	0.2	-1.4%	30.4	-4.0%
44	COc1cc2cnc(Cl)nc2cc1OC	-1.7	0.4%	-1.8%	0.0%	0.8%	4.2	9.7%	7.9	3.8%
45	C[C@@H]1CN([C@H](C)CO)C(=O)CCCn2cc(nn2)CO[C@H]1CN(C)S(C)(=O)=O	12.7	18.0%	-2.4%	-0.8%	.	9.2	?	-20.6	-10.7%
46	CCN(CC(=O)NCCCN1CCOCC1)S(=O)(=O)c1cc(Cl)ccc1Cl	1.5	-3.3%	-0.2%	2.5%	1.7%	-11.3	-1.7%	-11.7	-26.5%
47	O=C(C[C@H]1C[C@H](C(=O)N2CCCCC2)[C@@]2(CCc3ccccc3)c3[nH]c4ccc(Cl)cc4c3CCN2C1=O)NCc1cccc(C(F)(F)F)c1	6.9	7.7%	0.1%	-0.4%	2.5%	10.0	0.0%	?	0.0%
48	CC(=O)C1=C(C)N(c2ccccc2)C(=O)C1(NS(=O)(=O)c1ccc(N)cc1)C(F)(F)F (stereo not drawn)	8.9	-2.5%	0.6%	1.7%	?	0.3	-5.4%	17.5	-6.1%
49	CCOc1ccccc1C(=O)Nc1c(C(=O)Nc2ccc(F)cc2)oc2ccccc12	.	.	.	2.1%	.	-7.6	?	.	?
50	O=Nc1c2cc(-c3ccccc3)[nH]nc-2c2ccccc12	0.0	-16.9%	?	-7.6%	5.2%	5.7	?	27.5	?
